ERp5 inh: ERp5 (human) disulfide isomerase inhibition; AID 651711; ERp5 insulin aggregation, absorbance 650 nm, 90 min; inhibition, % at 9.99 µM; Q15084; actives 0.05% (n = 350,000);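 active means mean replicate inhibition above about 25%, with every replicate also reaching it, limit read from the data, passing the limit was not always enough; inconclusive means only one of those two criteria met; inactive means neither criterion met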
Target sequence (Q15084 whole entry, looked up): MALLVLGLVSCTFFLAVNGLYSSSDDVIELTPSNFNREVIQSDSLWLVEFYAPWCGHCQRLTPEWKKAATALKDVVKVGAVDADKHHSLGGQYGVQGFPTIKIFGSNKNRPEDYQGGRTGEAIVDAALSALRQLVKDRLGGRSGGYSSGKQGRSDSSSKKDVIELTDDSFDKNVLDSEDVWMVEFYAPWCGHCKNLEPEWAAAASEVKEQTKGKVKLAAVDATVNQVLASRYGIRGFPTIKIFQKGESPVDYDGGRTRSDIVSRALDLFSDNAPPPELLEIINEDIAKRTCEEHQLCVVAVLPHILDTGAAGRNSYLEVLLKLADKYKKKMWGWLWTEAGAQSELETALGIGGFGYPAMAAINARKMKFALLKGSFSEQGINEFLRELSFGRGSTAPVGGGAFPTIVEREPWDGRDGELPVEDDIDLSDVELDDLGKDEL
Statin myotox sup: protects C2C12 myotubes from simvastatin toxicity. ATP luminescence, 48 h; scaled: DMSO 0, geranylgeraniol control 100. rescue of ATP level, % at 7.49 µM. actives 0.78% (n = 330,000);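 active means mean ATP rescue above about 67%, or every replicate alone reaching that limit, limit read from the data, passing the limit was not always enough; inconclusive means no clear call, values can overlap the other calls; inactive means mean under the limit and some replicate under it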;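 further: myotubes were challenged with 10 µM simvastatin during compound exposure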
SIRT5 inh: sirtuin-5 (human) deacylase inhibition; Q9NXA8; Purified SirT5, succinyl-peptide AMC, trypsin-coupled fluorescence; inhibition, % at 15 µM; actives 1.1% (n = 330,000); in the data active means inhibition above about 15%; inconclusive means no clear call, values can overlap the other calls
Target sequence (Q9NXA8 whole entry, looked up): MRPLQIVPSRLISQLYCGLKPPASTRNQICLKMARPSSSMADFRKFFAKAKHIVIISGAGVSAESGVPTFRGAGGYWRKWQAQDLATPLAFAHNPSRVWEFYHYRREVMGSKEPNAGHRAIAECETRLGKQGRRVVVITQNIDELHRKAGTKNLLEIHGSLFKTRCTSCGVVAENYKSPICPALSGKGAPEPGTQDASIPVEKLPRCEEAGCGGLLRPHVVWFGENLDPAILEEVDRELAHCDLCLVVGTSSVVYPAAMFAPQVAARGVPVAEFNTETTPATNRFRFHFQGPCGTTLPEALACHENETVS
S100A4 MyoIIA: inhibitors of human S100A4 binding to myosin IIA peptide; AID 652163; inhibition, % at 10.7 µM; S100A4/TAMRA-MyoIIA peptide fluorescence polarization; actives 0.14% (n = 360,000);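 active means mean inhibition of at least 70% across replicates, with every replicate also reaching that level; inconclusive means mean inhibition reaches 70% but some replicates fall short; inactive means mean inhibition below 70%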
Target sequence (P26447 whole entry, looked up): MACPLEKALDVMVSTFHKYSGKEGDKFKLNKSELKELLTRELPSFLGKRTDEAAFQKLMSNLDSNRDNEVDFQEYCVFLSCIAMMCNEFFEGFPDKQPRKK
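incubation = readout 5 min after mixing, signal stable up to 60 min | system = S100A4 monomer protein | buffer or medium = HEPES pH 7.2 with CaCl2, KCl, NaCl, DTT, Triton | benchmarks = neutral control DMSO, positive control TFP | also added = fluorescent myosin IIA peptide, 5 nM | compound dosing = one concentration per compound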
E-sel inducer: induces E-selectin expression in human endothelial cells; HUVEC E-selectin immunofluorescence imaging; normalized: neutral wells 0, TNF-alpha wells 100; actives 0.37% (n = 260,000); activation, % at 7.58 µM;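 active means mean E-selectin-positive cell signal at least 10% of the positive control, reached in at least 60% of replicates, without over 20% cell loss; inconclusive means no rule given, readout overlaps actives, possibly toxicity-flagged; inactive means the rest, including those meeting only one limit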;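 further: in these data hits start at about 27%; measured in HUVEC primary endothelial cells; signal is the percent of cells scored E-selectin positive by PE staining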
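Read-out basis: % PE-positive cells; Test system: HUVEC primary endothelial cells; Technique: immunofluorescence imaging; Dosing: single-point compound dose.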
DENV2 CPE rescue: protects cells from dengue virus 2 cytopathic effect; DENV2-infected cells, cytopathic effect rescue, plate reader; CPE inhibition, % at 9.99 µM; actives 1.7% (n = 350,000); in the data active means CPE inhibition above about 20%, passing the limit was not always enough; inconclusive means no clear call, values can overlap the other calls; tested in BHK-21 cells;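 further: 0% = median of neutral control wells and 100% = median of positive control wells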
PglD DTNB: PglD (C. jejuni) enzyme inhibition. purified PglD enzyme, DTNB colorimetric CoA detection. inhibition, % at 12.5 µM. actives 0.098% (n = 360,000); in the data active means inhibition above about 16%, passing the limit was not always enough; inconclusive means no clear call, values can overlap the other calls; further: strong numbers were not always called active
Numbers without * were called inactive; ? = inconclusive; nt = no result given. These rows are one share of the data; count on the stated rates, not on these rows.

The first 8 records (preview)
Values run as follows: ERp5 inh	Statin myotox sup	SIRT5 inh	S100A4 MyoIIA	E-sel inducer	DENV2 CPE rescue	PglD DTNB
- O=C1CNC(=O)/C(=C/c2ccco2)N1
→ -4	-3	1	0	nt	-1	-19
- O=C1CCc2cc(S(=O)(=O)Nc3ccc(F)cc3)cc3c2N1CC3
→ 0	1	-2	-1	-0.3	9	-4
- Cc1ccccc1-c1ccc2c(c1)O[C@H](CN(C)C)[C@@H](C)CN([C@@H](C)CO)S2(=O)=O
→ -4	-24	-4	5	0.4	-3	4
- COc1ccc(N2CCN(C(=O)c3ccc(Br)o3)CC2)cc1
→ -4	1	0	6	-1.3	0	4
- O=C(NCc1ccccc1)[C@H]1[C@H](CO)[C@H]2Cn3c(cccc3=O)[C@@H]1N2Cc1ccccn1
→ -3	-4	1	1	-0.6	14	4
- COc1ccc2c(c1)CCCN2C(N)=O
→ 3	-19	3	-7	nt	7	1
- Cc1ccc(C)c(NC(=O)c2c(Cl)nc3ccccn23)c1
→ -2	nt	-3	-1	nt	6	nt
- CCOc1cccc2sc(N(CCN(C)C)C(=O)c3ccc4c(c3)OCCO4)nc12
→ 2	-5	0	-7	0.0	-2	2

This part in full, previewed entries included:
Values run as follows: ERp5 inh	Statin myotox sup	SIRT5 inh	S100A4 MyoIIA	E-sel inducer	DENV2 CPE rescue	PglD DTNB
- O=C1CNC(=O)/C(=C/c2ccco2)N1
→ -4	-3	1	0	nt	-1	-19
- O=C1CCc2cc(S(=O)(=O)Nc3ccc(F)cc3)cc3c2N1CC3
→ 0	1	-2	-1	-0.3	9	-4
- Cc1ccccc1-c1ccc2c(c1)O[C@H](CN(C)C)[C@@H](C)CN([C@@H](C)CO)S2(=O)=O
→ -4	-24	-4	5	0.4	-3	4
- COc1ccc(N2CCN(C(=O)c3ccc(Br)o3)CC2)cc1
→ -4	1	0	6	-1.3	0	4
- O=C(NCc1ccccc1)[C@H]1[C@H](CO)[C@H]2Cn3c(cccc3=O)[C@@H]1N2Cc1ccccn1
→ -3	-4	1	1	-0.6	14	4
- COc1ccc2c(c1)CCCN2C(N)=O
→ 3	-19	3	-7	nt	7	1
- Cc1ccc(C)c(NC(=O)c2c(Cl)nc3ccccn23)c1
→ -2	nt	-3	-1	nt	6	nt
- CCOc1cccc2sc(N(CCN(C)C)C(=O)c3ccc4c(c3)OCCO4)nc12
→ 2	-5	0	-7	0.0	-2	2
- CSc1nnc2ccc(-c3ccc(C)cc3)nn12
→ 1	0	-1	1	nt	-3	-4
- C[C@@H]1CN([C@@H](C)CO)C(=O)Cc2cc(NC(=O)Cc3ccccc3)ccc2O[C@@H]1CN(C)C(=O)Nc1ccc(C(F)(F)F)cc1
→ 37*	-23	4	-38	-0.4	-14	1
- CN(CC1CCCO1)S(=O)(=O)c1ccc(C(=O)Nc2nnc(-c3ccccc3)o2)cc1 (centres undefined)
→ 8	-4	2	-11	-0.2	-1	4
- COc1ccc(S(=O)(=O)N2CCC(C(=O)N[C@H](C(=O)NC3CCCC3)C(C)C)CC2)cc1
→ 1	5	-6	-3	nt	-7	0
- CS(=O)(=O)Nc1nc2n(n1)C(c1ccccc1)CC(c1ccccc1)N2 (centres undefined)
→ 1	13	2	-3	2.0	-1	0
- COc1cc(C(C)=O)ccc1OCC(=O)OCCCOC(=O)COc1ccc(C(C)=O)cc1OC
→ 0	2	2	-4	5.2	-2	3
- COCCNC(=O)C[C@H]1C[C@H]2c3cc(NC(=O)NC4CCCCC4)ccc3O[C@H]2[C@@H](CO)O1
→ -6	0	-6	-4	0.0	8	0
- COc1ccc(CC(=O)N/N=C/c2ccc(-c3ccc(F)cc3)o2)cc1OC
→ 2	-10	0	0	nt	1	-2
- O=C(Nc1ccc(CN2CCOCC2)cc1)c1ccc(Cl)cc1
→ 2	1	1	-6	nt	15	2
- Nc1nc2ccc(Cc3ccncc3)cc2s1
→ 0	16	-1	4	nt	3	1
- COC(=O)c1cc(NS(=O)(=O)c2cccc(Cl)c2)ccc1N1CCOCC1
→ 1	nt	-2	-3	nt	-4	nt
- O=C(CN1CCN(S(=O)(=O)N2CCCCC2)CC1)Nc1ccc(Cl)c(Cl)c1
→ 5	nt	-2	-14	0.9	1	-2
- CN1C(=O)C(C)(C)c2cc(S(=O)(=O)N3CCCC(C(=O)NCc4ccc(Cl)cc4)C3)ccc21 (centres undefined)
→ -1	nt	nt	-4	-0.2	4	0
- COc1ccc(NC(=S)N2CCNC(=O)C2CC(=O)Nc2ccc(C)cc2)cc1 (centres undefined)
→ 0	nt	-6	-8	-0.1	7	1
- CCc1ccccc1OCC(=O)OCC(=O)N1CC(=O)Nc2ccccc21
→ 9	nt	1	-1	nt	-3	nt
- Cc1ccc(NC(=O)Nc2c(C)n(C)n(-c3ccccc3)c2=O)cc1C
→ 3	0	4	1	-2.7	-1	0
- COc1ccc(CN(C)C[C@H]2OCCCC[C@@H](C)Oc3ccc(NS(=O)(=O)c4ccccc4)cc3C(=O)N([C@H](C)CO)C[C@H]2C)cc1
→ -4	nt	-5	-17	-0.2	7	-1
- COc1ccc(C(=O)C[n+]2cccc3cc(C)ccc32)cc1
→ 1	-5	-5	-7	nt	?	3
- COc1ccc(C(=O)NCC(=O)N2CCC(Cc3ccccc3)CC2)cc1OC
→ 19	17	-1	-2	-0.1	-1	2
- COCCCNc1nc2c(-c3ccc(C)cc3)nnn2c2ccccc12
→ -1	-38	-3	4	0.5	4	-6
- Cc1nnc(SCC(=O)Nc2ccc3c(c2)COC3=O)n1-c1ccccc1
→ 1	-8	nt	1	-0.2	-2	10
- C[C@H]1CN([C@@H](C)CO)C(=O)c2cc(C#Cc3cccc(F)c3)cnc2O[C@@H]1CN(C)C(=O)C1CCC1
→ 1	9	12	-3	-0.4	-7	0

Continuation.
| Structure | ERp5 inh | Statin myotox sup | SIRT5 inh | S100A4 MyoIIA | E-sel inducer | DENV2 CPE rescue | PglD DTNB |
| --- | --- | --- | --- | --- | --- | --- | --- |
| COc1ccc(NC(=O)Nc2ccc3c(c2)C(=O)N([C@@H](C)CO)C[C@H](C)[C@H](CN(C)C(=O)Nc2ccc(C(F)(F)F)cc2)OCCCC[C@H](C)O3)cc1 | -6 | nt | 2 | -5 | 0.4 | 19 | 0 |
| C[C@@H]1CN([C@H](C)CO)C(=O)c2cc(C#CCc3ccccc3)cnc2O[C@@H]1CN(C)CC1CCOCC1 | -4 | 30 | -1 | -22 | -0.2 | -3 | -6 |
| Oc1ccc(C2C[C@H]3CC[C@@H]2C3)cc1O (some centres undefined) | 2 | 2 | -2 | 1 | 0.8 | -5 | -1 |
| Cc1ccc(CNC(=O)C2CCCN(S(=O)(=O)c3c(C)noc3/C=C/N(C)C)C2)cc1 (centres undefined) | 1 | nt | -4 | -5 | -0.5 | -4 | nt |
| O=C(N/C(=C\c1ccco1)C(=O)N1CCCC1CO)c1ccccc1 (centres undefined) | 0 | nt | 2 | -4 | nt | 3 | -3 |
| Cc1ccc(S(=O)(=O)N(Cc2ccc(C(F)(F)F)cc2)C(=O)N2CCN(C)CC2)cc1 | 2 | 9 | -4 | -1 | 0.1 | -2 | -3 |
| Cc1ccccc1-c1nc(CS(=O)(=O)CC(=O)N2CCc3ccccc3C2)c(C)o1 | -3 | 17 | nt | 1 | -0.1 | -3 | 5 |
| CC(=O)c1cn(-c2ccc(Cl)cc2)c(=O)n(Cc2ccc(F)cc2)c1=O | 4 | nt | -4 | -2 | nt | 1 | nt |
| COc1ccc(/C=N/NC(=O)c2ccc(Cl)cc2)cc1Cn1cc(Cl)cn1 | 3 | nt | -1 | -3 | 0.2 | 7 | nt |
| O=C(NCC1CCCO1)c1nn2c(C(F)(F)F)cc(-c3cc(Br)cs3)nc2c1Br (centres undefined) | 1 | -112 | -2 | 1 | 0.2 | 3 | 3 |
| O=c1cc(O)nc[nH]1 | 0 | nt | -3 | 4 | 0.1 | 19 | -3 |
| C/C=C/c1ccc(OCC(O)CN(C)Cc2ccc(SC)cc2)c(OC)c1 (centres undefined) | -1 | 0 | -4 | -2 | -0.1 | 3 | 2 |
| COc1cccc(C#Cc2ccc3c(c2)[C@@H]2[C@@H](CCN2C(=O)c2ccccc2F)[C@@H](CO)N3C)c1 | 3 | 37 | 4 | nt | 0.6 | -5 | 8 |
| COc1ccccc1CNC(=O)COC(=O)c1ccncc1 | 6 | 3 | -1 | -2 | nt | 1 | -3 |
| Clc1ccc(-c2nnnn2-c2ccc(Cl)cc2)cc1 | -3 | nt | -4 | -4 | nt | -4 | -1 |
| O=C(OCc1cn([C@@H]2CN(Cc3cccs3)[C@@H](c3ccc(Cl)cc3)C[C@H]2O)nn1)c1ccccc1 | 4 | 21 | -9 | 4 | 0.0 | 8 | -5 |
| COc1cc2c(c3oc(-c4ccccc4)cc(=O)c13)C=CC(C)(C)O2 | -5 | -5 | nt | -5 | nt | 5 | 0 |
| Cc1ccc(NC(=O)CN(C)C(=O)Cn2ccsc2=N)cc1 | 3 | 4 | 0 | 3 | nt | -5 | -7 |
| COc1cc(C(=O)NCc2ccc3[nH]c(C)cc3c2)cc(OC)c1OC | -3 | nt | 1 | 0 | -0.9 | 5 | nt |
| COc1ccc(C(=O)OCC(=O)Nc2nnc(-c3ccccc3)o2)cc1 | 6 | -7 | -3 | -7 | -0.7 | -8 | 1 |
| O=C1c2ccccc2C(=O)N1C(CO)C(O)c1ccc([N+](=O)[O-])cc1 (centres undefined) | 7 | -3 | 1 | 5 | 0.0 | 7 | -2 |
| COc1ccc(NS(=O)(=O)c2ccc(C(=O)N(C)Cc3cccs3)cc2)cc1 | 0 | -11 | 0 | -5 | nt | -6 | 7 |
| COCCSc1nnc(NS(=O)(=O)c2ccc(F)cc2)s1 | -7 | 6 | -5 | -1 | nt | 3 | nt |
| C[C@H](CO)N1C[C@H](C)[C@@H](CN(C)S(C)(=O)=O)OCCCC[C@H](C)Oc2ccc(NC(=O)Nc3ccc(C(F)(F)F)cc3)cc2C1=O | 12 | nt | 2 | 4 | 0.0 | 5 | -1 |
| C/C=C/c1ccc([C@@H]2[C@H]3CN(Cc4ccc(F)cc4)CC(=O)N3[C@H]2CO)cc1 | 4 | nt | -3 | 0 | 0.4 | 11 | nt |
| CCOc1ccc(/C=C/c2[nH]c(=O)[nH]c(=O)c2[N+](=O)[O-])cc1 | 0 | 11 | 0 | -5 | -0.2 | ? | 0 |
| CCCC#Cc1ccc2c(c1)O[C@H](CN(C)C)[C@H](C)CN([C@@H](C)CO)S2(=O)=O | -3 | 9 | -2 | 4 | -0.4 | -5 | -3 |
